Assay outcomes as filed in PubChem BioAssay.
UGM FP inh: Mtb UDP-galactopyranose mutase inhibition | 320,000 tested, 0.06% active | AID 504406 | inhibition, % at 10 µM | P9WIQ1 | purified UGM, fluorescence polarization probe displacement; in the data active means inhibition above about 10%, passing the limit was not always enough
MazEF act: increases E. coli MazEF RNase cleavage of RNA | 350,000 tested, 0.32% active | AID 504720 | FAM/BHQ RNA-DNA oligo cleavage fluorescence, 5 h | activation, % at 20 µM | P0AE70; in the data active means activation above about 50%
Target sequence (P0AE70 whole entry, looked up): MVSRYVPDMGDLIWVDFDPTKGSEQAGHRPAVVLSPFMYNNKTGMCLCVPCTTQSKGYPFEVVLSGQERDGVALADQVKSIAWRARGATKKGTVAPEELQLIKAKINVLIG
BH1578 lux ind: induces V. cholerae light production without autoinducers; 350,000 tested, 0.16% active; activation, % at 18.7 µM; AID 588436; V. cholerae BH1578 lux reporter, luminescence, 6 h; in the data active means activation mostly above about 9.7%, no sharp cut-off; further: not every result past the cut was called active; inactives centre near 0; reference of the scale not given here
SARS 3CLpro inh: SARS-CoV 3CLpro protease inhibition; recombinant SARS-CoV 3CLpro, quenched FRET peptide cleavage; 290,000 tested, 0.14% active; AID 1706; inhibition, % at 6 µM; in the data active means inhibition above about 12%
GDH-TPI inh: GDH-TPI coupled enzyme inhibition counter-screen | inhibition, % at 4.8 µM | 360,000 tested, 1.2% active | GDH-TPI coupled enzyme counterscreen, NADH absorbance | AID 588335; in the data active means inhibition above about 30%;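 further: 0% = DMSO wells and 100% = wells lacking the enzyme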
Rv3671c protease: inhibitors of M. tuberculosis serine protease Rv3671c. 320,000 tested, 0.048% active. inhibition, % at 5.96 µM. P9WHR9; in the data active means inhibition above about 38%;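 further: extracellular domain of Rv3671c used as enzyme; 0% = enzyme with DMSO and 100% = no enzyme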
Target sequence (P9WHR9 whole entry, looked up, the tested form may be a part): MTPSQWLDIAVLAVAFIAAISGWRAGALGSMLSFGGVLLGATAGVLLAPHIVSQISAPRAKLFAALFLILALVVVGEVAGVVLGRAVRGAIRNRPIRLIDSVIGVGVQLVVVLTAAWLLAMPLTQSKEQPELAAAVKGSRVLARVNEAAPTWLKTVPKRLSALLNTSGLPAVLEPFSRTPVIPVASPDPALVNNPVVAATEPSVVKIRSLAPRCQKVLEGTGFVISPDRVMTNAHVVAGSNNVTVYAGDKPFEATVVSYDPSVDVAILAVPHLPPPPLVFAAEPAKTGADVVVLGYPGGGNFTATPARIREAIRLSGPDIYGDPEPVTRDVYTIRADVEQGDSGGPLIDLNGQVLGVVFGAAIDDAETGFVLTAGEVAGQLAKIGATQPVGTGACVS
SSB-PriA inh: blocks PriA binding to SSB C-terminal tail. AlphaScreen SSBct-PriA binding, biotinylated peptide. inhibition, % at 33 µM. 430,000 tested, 0.6% active. AID 1272365; in the data active means inhibition mostly above about 37%, no sharp cut-off; inactive means mostly below about 20%;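 further: plate controls were negative control peptide for no effect and reference peptide for full effect; strong numbers were not always called active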
Mtb BioA inh: inhibitors of Mycobacterium tuberculosis BioA enzyme; purified M. tuberculosis BioA enzyme, plate reader; inhibition, % at 9.99 µM; 360,000 tested, 0.096% active; in the data active means inhibition above about 40%
Mtb FBA inh: inhibitors of M. tuberculosis fructose-bisphosphate aldolase | 360,000 tested, 2.3% active | P9WQA3 | inhibition, % at 1 µM | purified M. tuberculosis FBA, fluorescence read-out; in the data active means inhibition above about 27%;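 further: 0% = vehicle and 100% = reference inhibitor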
Target sequence (P9WQA3 whole entry, looked up): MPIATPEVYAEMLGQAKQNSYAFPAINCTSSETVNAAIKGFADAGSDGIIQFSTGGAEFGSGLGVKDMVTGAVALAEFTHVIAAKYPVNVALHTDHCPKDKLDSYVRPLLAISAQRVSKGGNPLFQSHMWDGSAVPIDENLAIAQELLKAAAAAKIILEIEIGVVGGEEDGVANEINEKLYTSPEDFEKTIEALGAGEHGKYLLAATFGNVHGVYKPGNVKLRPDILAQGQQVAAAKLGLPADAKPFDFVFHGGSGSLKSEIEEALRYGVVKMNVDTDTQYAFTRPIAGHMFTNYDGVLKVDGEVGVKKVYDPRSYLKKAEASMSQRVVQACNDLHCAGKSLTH
DUSP3 inh: inhibitors of human VHR1 phosphatase (DUSP3); recombinant VHR phosphatase, pNPP absorbance; inhibition, % at 13.3 µM; 290,000 tested, 0.52% active; AID 1654; in the data active means inhibition above about 50%; further: some compounds called inactive have numbers as strong as hits
Target sequence (P51452 whole entry, looked up): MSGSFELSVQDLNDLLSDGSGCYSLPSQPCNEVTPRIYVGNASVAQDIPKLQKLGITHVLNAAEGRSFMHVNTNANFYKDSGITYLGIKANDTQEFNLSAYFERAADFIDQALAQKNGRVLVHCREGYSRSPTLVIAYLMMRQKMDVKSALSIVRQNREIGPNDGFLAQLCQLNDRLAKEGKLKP
* = called active by the depositor; i = inactive; . = no result given; + = active, no number; & = joins results of further samples. Only part of the results is shown (hit frequency here may not be typical).

1: Nc1ccc(C2=Nc3cccc4cccc(c34)N2)cc1
2: O=C(COc1ccc(Br)cc1Br)NC(=S)Nc1cccc(CO)c1
3: COc1ccc(Cl)cc1S(=O)(=O)N1CCC(C(=O)NCCC2=CCCCC2)CC1
4: O=C(N/C(=C\c1ccc(Br)cc1)C(=O)N1CCOCC1)c1ccco1
5: CCCCOc1ccc(C2OC34CCCCC3C(C#N)(C#N)C2(C#N)C(=N)O4)cc1 (configuration not stated)
6: CN(C(=O)c1ccc(-c2nn(C)c(=O)c3ccccc23)cc1)C1CCCCC1
7: O=C(O)c1ccc(S(=O)(=O)N2CCCCCCC2)cc1
8: O=C(c1ccc(OC2CCN(C/C=C/c3ccc(F)cc3)CC2)cc1)N1CCCCC1
assay / compound	1	2	3	4	5	6	7	8
UGM FP inh	.	-4.3	1.6	2.6	2.4	-0.1	.	4.0
MazEF act	1.4	-17.9	2.1	11.5	-133.6	6.2	5.6	-1.1
BH1578 lux ind	-0.3	i	i	-1.6	i	-0.5	i	-0.5
SARS 3CLpro inh	4.4	5.2	0.2	-5.8	-0.6	-4.6	.	-7.8
GDH-TPI inh	6.5	6.2	3.0	5.3	-3.1	-5.7	3.5	3.4
Rv3671c protease	.	-12.6	0.8	1.7	11.9	-11.7	.	-8.5
SSB-PriA inh	8.2	0.1	-13.5	-1.4	-7.9	-2.0	.	-6.2
Mtb BioA inh	-1.3	.	1.8	0.0	-9.1	3.4	-0.7	1.6
Mtb FBA inh	-3.7	-3.4	0.2	1.1	73.1*	0.5	1.2	-0.7
DUSP3 inh	-3.8	9.4	-5.5	-19.2	-2.2	-3.8	.	27.9

Five consecutive records from above, quoted:
4: O=C(N/C(=C\c1ccc(Br)cc1)C(=O)N1CCOCC1)c1ccco1
5: CCCCOc1ccc(C2OC34CCCCC3C(C#N)(C#N)C2(C#N)C(=N)O4)cc1 (configuration not stated)
6: CN(C(=O)c1ccc(-c2nn(C)c(=O)c3ccccc23)cc1)C1CCCCC1
7: O=C(O)c1ccc(S(=O)(=O)N2CCCCCCC2)cc1
8: O=C(c1ccc(OC2CCN(C/C=C/c3ccc(F)cc3)CC2)cc1)N1CCCCC1
assay / compound	4	5	6	7	8
UGM FP inh	2.6	2.4	-0.1	.	4.0
MazEF act	11.5	-133.6	6.2	5.6	-1.1
BH1578 lux ind	-1.6	i	-0.5	i	-0.5
SARS 3CLpro inh	-5.8	-0.6	-4.6	.	-7.8
GDH-TPI inh	5.3	-3.1	-5.7	3.5	3.4
Rv3671c protease	1.7	11.9	-11.7	.	-8.5
SSB-PriA inh	-1.4	-7.9	-2.0	.	-6.2
Mtb BioA inh	0.0	-9.1	3.4	-0.7	1.6
Mtb FBA inh	1.1	73.1*	0.5	1.2	-0.7
DUSP3 inh	-19.2	-2.2	-3.8	.	27.9

The listing continues.
9: Cc1onc(-c2ccccc2)c1-c1n[nH]c(=S)n1-c1ccccc1Cl
10: CCn1c(SCC(=O)Nc2ccc(Cl)cc2)nc2nc3c(cc2c1=O)CCCC3
11: COc1ccc(C)cc1S(=O)(=O)N1CCCC(C(=O)NC2CC2)C1 (configuration not stated)
12: CN(CC(=O)Nc1ccc(N2CCOCC2)cc1)CC(=O)Nc1cccc(C#N)c1
13: COc1ccc(C(=O)Sc2ccc(Cl)cc2)cc1OC
14: CCOc1cccc(-c2nnc3sc(-c4cc(OC)c(OC)c(OC)c4)nn23)c1
15: CCOC(=O)c1oc2ccccc2c1N
16: C=CCC[C@@H](Cc1ccc(F)cc1)C(=O)OC[C@@H](C)NC(=O)[C@@H](CC=C)CC(=O)N[C@H](CO)Cc1ccccc1
assay / compound	9	10	11	12	13	14	15	16
UGM FP inh	-1.7	-3.0	-0.8	-2.4	-0.7	3.5	-0.6	-1.6
MazEF act	2.9	-7.8	1.9	-1.2	-2.6	8.5	4.5	-2.1
BH1578 lux ind	i	-0.2	-0.7	i	-0.6	i	-0.6	i
SARS 3CLpro inh	3.6	2.6	-7.6	4.1	2.0	-3.2	-1.7	.
GDH-TPI inh	4.8	5.8	-10.7	6.8	5.1	5.4	6.0	3.1
Rv3671c protease	1.4	-9.7	-4.1	-8.1	2.7	0.8	7.5	-5.0
SSB-PriA inh	-3.4	3.3	-0.1	4.2	-6.8	-4.5	21.0&-6.1	-12.6
Mtb BioA inh	-4.5	-0.1	-1.2	.	-0.8	-0.6	-1.8	5.4
Mtb FBA inh	-1.2	-1.0	-0.4	-0.2	2.3	-0.2	11.2	-0.5
DUSP3 inh	4.1	59.9*	22.5	4.3	-3.2	10.4	4.8	.

17: CC1(C)Cc2cccc(OCC(=O)O)c2O1
18: CCOC(=O)CSc1n[nH]c(=S)s1
19: CCCCCCCC(=O)NC(Nc1ccc(S(N)(=O)=O)cc1)C(Cl)(Cl)Cl (configuration not stated)
20: Cc1[nH]n(-c2ccccc2)c(=O)c1C(C[N+](=O)[O-])c1ccc(F)cc1 (configuration not stated)
21: COc1ccc2c(c1)[C@H]1[C@H](CO2)[C@H](c2ccccc2)[C@]2(C)C(=O)Nc3cc(OC)c(OC)cc3C(=O)N12
22: COc1ccc(C2C(C(C)=O)=C(O)C(=O)N2CCc2c[nH]c3ccccc23)cc1OC (configuration not stated)
23: Cc1cc(/C=C2\SC(=Nc3ccc(F)cc3)NC2=O)c(C)n1-c1ccc(S(N)(=O)=O)cc1
24: COc1ccc(CNC(=O)c2cccc(-c3ccc(C)c4ccccc34)n2)cc1
assay / compound	17	18	19	20	21	22	23	24
UGM FP inh	-2.3	-1.2	0.1	-1.7	3.2	0.2	0.2	-1.7
MazEF act	-2.1	-0.3	3.6	-2.3	4.3	1.6	18.0	-11.0
BH1578 lux ind	-5.0	-0.4	i	i	1.1	-0.6	0.8	-1.0
SARS 3CLpro inh	-3.7	2.5	4.4	0.4	.	-5.3	1.7	0.3
GDH-TPI inh	8.7	8.8	1.4	-2.3	11.8	12.0	21.4	1.7
Rv3671c protease	3.5	-6.2	-2.0	-90.4	-10.6	-7.8	-2.6	-22.1
SSB-PriA inh	0.8	1.8	-20.5	-3.5	10.1	3.6	1.7	-13.6
Mtb BioA inh	-1.3	.	4.1	.	0.2	2.0	0.1	-1.4
Mtb FBA inh	3.7	0.7	-10.5	-0.5	4.3	-2.0	1.4	2.4
DUSP3 inh	-9.6	21.0	10.6	-5.4	.	17.5	1.4	22.6

25: COC(=O)c1cc(OC)c(OC)cc1N
26: CCN1C(=O)/C(=C2\SC(=S)N(c3c(C)n(C)n(-c4ccccc4)c3=O)C2=O)c2ccccc21
27: CCOC(=O)C1C(=O)NC(N2CCc3ccccc32)=NC1c1ccccc1 (configuration not stated)
28: CCN1CCN(CC2COc3ccccc3O2)CC1 (configuration not stated)
29: CCc1cccc(CC)c1-n1c(SCC(=O)N2CCCc3ccccc32)nc(O)cc1=O
30: CCOC(=O)c1cc2c(=O)n3ccccc3nc2n(Cc2ccco2)c1=NC(=O)c1ccccc1OC
31: COc1ccc(-n2c(O)c(C=NCCN(C)C)c(=O)[nH]c2=O)cc1
32: O=C(NCC1(N2CCCCC2)CCCCC1)c1cccc(S(=O)(=O)Nc2ccccc2Cl)c1
assay / compound	25	26	27	28	29	30	31	32
UGM FP inh	-0.2	0.5	2.1	3.9	-0.3	2.0	-6.0	.
MazEF act	10.6	25.1	0.4	3.1	2.7	-4.1	-0.8	2.3
BH1578 lux ind	-0.5	i	-0.6	-3.7	i	0.3	-0.2	i
SARS 3CLpro inh	0.6	-2.0	-2.2	5.1	.	3.0	4.1	.
GDH-TPI inh	4.2	3.5	1.4	-5.3	10.2	24.4	11.6	-3.1
Rv3671c protease	-5.2	1.7	-7.2	-1.8	-2.8	5.1	4.0	.
SSB-PriA inh	-10.0	2.4	-13.3	5.4	-15.6	-6.2	-7.0	6.6
Mtb BioA inh	-1.3	1.5	-1.1	-0.1	-3.8	18.9	-0.2	-2.8
Mtb FBA inh	5.1	-1.3	-1.3	0.7	1.5	+	-0.2	3.1
DUSP3 inh	-0.2	-0.9	10.8	5.8	.	19.0	21.1	.

33: O=C(OCCN1CCOCC1)c1ccc2c(c1)OCCO2
34: Cc1noc(C)c1COc1ccccc1C(=O)N(C)CC(=O)Nc1ccc(F)c(F)c1F
35: O=C(COC(=O)C1(c2ccc(F)cc2)CCCC1)NCc1ccc2c(c1)OCO2
36: COc1ccc(/C=C(\C)C(=O)c2c(C)cc(C)[nH]c2=O)cc1
37: COc1ccc(N(CCC#N)S(=O)(=O)c2cccc3nsnc23)cc1
38: CC1=Nc2cc(C(=O)NCCCOC(C)C)ccc2Sc2ccccc21
39: Cc1ccccc1OCC(=O)Nc1nc(-c2ccncc2)cs1
40: COc1ccccc1-c1nc2cc3ccccc3cc2nc1-c1ccccc1OC
assay / compound	33	34	35	36	37	38	39	40
UGM FP inh	1.8	1.0	2.3	4.8	-2.2	2.2	1.3	-0.3
MazEF act	0.2	5.2	1.2	-8.1	4.4	2.2	-2.8	2.3
BH1578 lux ind	-1.4	-5.7	i	0.2	1.4	-0.4	-0.3	-0.3
SARS 3CLpro inh	-5.2	.	-0.9	.	-0.9	0.0	.	0.8
GDH-TPI inh	8.7	-2.5	-1.5	26.5	10.1	9.9	1.3	3.9
Rv3671c protease	0.2	-5.0	3.7	0.9	-5.3	9.8	-14.7	-5.4
SSB-PriA inh	-8.9	0.7	-21.0	-2.7	11.0&-7.4	-5.2	-3.2	-7.3
Mtb BioA inh	-0.4	0.8	0.8	0.4	-1.4	0.5	-0.5	.
Mtb FBA inh	0.7	-0.1	2.4	-8.9	-1.0	-0.1	0.7	0.5
DUSP3 inh	14.3	.	23.7	.	37.2	8.2	.	14.7

41: Cc1cccc2sc(NC(=O)CNS(=O)(=O)c3ccc(Br)s3)nc12
42: CCC(=Nc1ccc(N)cc1)C1=C(O)C(C(=O)OC)C(C)(C)CC1=O (configuration not stated)
43: CN(Cc1ccc(F)cc1)C(=O)C(c1ccccc1)c1ccccc1
44: CC(=O)Nc1ccc(C(=O)CSc2nccc(=O)[nH]2)cc1
45: CC(=O)Nc1ccc(S(=O)(=O)N2CCN(c3cccc(C)c3C)CC2)cc1
46: N#C/C(=C\c1ccc(-c2ccccc2)cc1)c1nc(-c2ccco2)cs1
47: COc1cc2c(c(OC)c1OC)-c1c(cc3c(c1OC)OCO3)C1OC2[C@@H](C)[C@H]1C (some centres not stated)
48: Cc1cc(C(=O)OCC(=O)N2CCN(c3ccccc3)CC2)c2ccccc2n1
assay / compound	41	42	43	44	45	46	47	48
UGM FP inh	0.5	1.5	0.9	2.3	3.4	0.2	1.4	-3.6
MazEF act	-4.8	12.0	-4.0	-4.2	7.7	-13.8	1.3	-4.2
BH1578 lux ind	-0.5	i	-0.3	i	-1.3	-0.5	i	5.6
SARS 3CLpro inh	-4.5	4.6	5.3	5.4	-4.2	-1.0	.	-1.2
GDH-TPI inh	23.8	10.2	1.5	10.1	1.9	17.0	-2.6	4.3
Rv3671c protease	-18.1	-5.0	3.6	1.5	-11.9	-21.4	-1.0	12.6
SSB-PriA inh	7.3	11.8	-21.0	-19.4	-1.3	6.0	0.9	15.0
Mtb BioA inh	-3.4	-0.8	0.6	-1.7	2.3	.	-0.6	0.8
Mtb FBA inh	2.5	-4.3	1.4	-2.7	4.7	-2.0	-1.2	6.0
DUSP3 inh	18.6	13.9	5.1	-4.6	16.6	16.4	11.1	-6.5

49: Cc1ccc(C2/C(=C(/O)c3ccc(Br)cc3)C(=O)C(=O)N2Cc2ccco2)o1 (configuration not stated)
50: CCn1c(SCC(=O)N/N=C(\C)c2ccncc2)nnc1-c1ccccc1
51: N#C/C(=C\c1coc2ccccc2c1=O)C(N)=S
52: CCOc1ccc(S(=O)(=O)n2ccc(C)n2)c2ccccc12
assay / compound	49	50	51	52
UGM FP inh	1.6	0.5	-0.5	-0.3
MazEF act	3.0	8.6	-22.9	7.8
BH1578 lux ind	i	i	-1.2	0.6
SARS 3CLpro inh	0.1	3.8	2.6	3.8
GDH-TPI inh	-2.5	3.1	6.9	-2.0
Rv3671c protease	-6.6	-9.7	4.0	-4.6
SSB-PriA inh	.	.	7.4	-10.0&-2.1
Mtb BioA inh	.	.	.	.
Mtb FBA inh	-1.7	1.7	0.5	0.9
DUSP3 inh	15.2	-18.9	-2.0	21.6
